Source: PubChem (several laboratories)
Bcl-B displacement = displacers of TR3 peptide from Bcl-B, primary screen, selectivity assay for Bfl-1 inhibitor project, biochemical, fluorescence polarization | FP displacement of FITC-TR3 peptide from Bcl-B; higher % means a stronger effect | displacement, % at 20 µM; hits with a dose series show IC50 in µM | 96,000 compounds, 0.11% hits | AID 748, 2007 | Bcl-2-like protein 10 (Homo sapiens);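 active = displacement above 50% at 20 µM plus a fluorescence interference ratio under 1.5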;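 note: plate controls were wells without compound for no effect and wells lacking Bcl-B protein for full effect; a part of the inactive calls stands beside numbers as strong as those of hits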
PLAP inhibitors HTS = PLAP enzyme inhibitors, biochemical, luminescence, HTS (AID 690); Alkaline phosphatase, placental type (Homo sapiens); purified PLAP, luminescent substrate; higher % means a stronger effect; one-dose inhibition, % at 20 µM; IC50 in µM for titrated hits; 96,000 compounds, 0.08% hits; in the data active = a potency from the dose series; inactive = the rest, 99 in 100 with inhibition below about 30%; note: strong numbers were not always called active
NFkB transloc inh = inhibitors of IL-1B driven NFkB p65 nuclear import, primary screen, imaging, HUVEC, IL-1B stimulus, high-content imaging. HUVEC IL-1B NFkB p65 nuclear translocation imaging. inhibition, % at 2 µM. 94,000 compounds, 0.43% hits. AID 796, 2007;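 active = inhibition above about 30% together with a positive call from visual inspection of the well image, limit read from the data; inconclusive = inhibition above a set limit but visual check negative; inactive = inhibition not above a set limit, visual check negative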;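 note: nuclear over cytoplasmic p65 intensity ratio measured by imaging; 0% = IL-1B stimulated DMSO wells and 100% = unstimulated DMSO wells; values of inactives mirror those of a sister screen read the other way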
IL1B NFkB pot = enhancers of NFkB p65 translocation in HUVEC – imaging, IL-1B stimulus, high-content imaging, primary screen; HUVEC IL-1B NFkB p65 nuclear translocation imaging; activation, % at 2 µM; 94,000 compounds, 0.3% hits;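 active = activation above 40%, about the mean plus 3 SD, also judged a hit on visual image review; inconclusive = activation above 40% but not a hit on visual review; inactive = activation not above 40% and no visual hit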;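 note: percent activation is computed from the nuclear over cytoplasmic p65 intensity ratio; values of inactives mirror those of a sister screen read the other way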
MRP resist rev = reversal of MRP1-mediated doxorubicin resistance, primary screen, H69AR cells, doxorubicin co-treatment; differential viability (reversal), % at 10 µM; 85,000 compounds, 0.04% hits; H69AR cells + 2 uM doxorubicin, CellTiter-Glo, 72 h; AID 602, 2007;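 active = viability drop by adding the cancer drug above about 55%, with treated viability meeting a 40% cutoff, limit read from the data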;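 note: viability without doxorubicin minus viability with 2 µM doxorubicin for each compound; larger differential means the compound sensitizes cells more to doxorubicin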
MRP resist rev cytotoxicity = further read-out of MRP resist rev, marked with its call; viability, %; H69AR cells, CellTiter-Glo, 72 h; measured here: cytotoxicity without doxorubicin
MRP resist rev with doxorubicin = second read-out of MRP resist rev, no call of its own (marks repeat the call); viability, %; measured here: viability with 2 uM doxorubicin; active compounds read low
NFkB transloc inh cell count 2 µM = second read-out of NFkB transloc inh, no call of its own (marks repeat the call); cell count; measured here: cells passing quality filter;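 raw number of nuclei counted in each imaged well without normalization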
IL1B NFkB pot cell count 2 µM = recorded beside IL1B NFkB pot, whose call it bears; cell count; measured here: cells passing quality filter
An asterisk follows results filed as active; ? = inconclusive; / = not tested or not shown. The list is partial (hit frequency here may not be typical).

#1 COCCCNC(=S)NC1CC2CCCC(C1)N2Cc1ccco1 (configuration not stated)
#2 CCn1c(SCC(=O)c2cccs2)nnc1-c1ccco1
#3 Cc1ccc(NC(=O)c2cc(-c3cccs3)on2)cc1
#4 O=C(O)C1CCCCC1C(=O)OCCCCOC(=O)C1CCCCC1C(=O)O (configuration not stated)
#5 Cc1cnc(NC(=O)CSc2ncn(-c3ccccc3)n2)s1
#6 O=C(Nc1ccc2c(c1)C(=O)N(C1CCCCC1)C2=O)C1CCCO1 (configuration not stated)
#7 OC(COc1c(Cl)cc(Cl)cc1Cl)CN1CCCCC1 (configuration not stated)
#8 COc1cc(NS(=O)(=O)c2ccc(NC(=O)COc3ccccc3C)cc2)nc(OC)n1
#9 O=C(Nc1ccc2oc(-c3cccnc3)nc2c1)c1ccco1
#10 CCOC(=O)c1ccc(Cn2cnc3ccccc3c2=O)cc1

assay / entry	1	2	3	4	5	6	7	8	9	10
Bcl-B displacement	0%	1%	-7%	1%	/	1%	-1%	0%	-12%	0%
PLAP inhibitors HTS	-34%	12%	27%	1%	/	2%	-67%	-33%	-9%	5%
NFkB transloc inh	0	-3	-23	10	-3	7	1	-23	-10	0
NFkB transloc inh cell count 2 µM	115	92	189	133	141	134	118	154	163	133
IL1B NFkB pot	0	3	23	-10	3	-7	-1	23	10	0
IL1B NFkB pot cell count 2 µM	115	92	189	133	141	134	118	154	163	133
MRP resist rev	/	0	5	9	-1	-5	-4	9	-9	25
MRP resist rev cytotoxicity	/	94	95	103	79	71	80	91	80	100
MRP resist rev with doxorubicin	/	94	90	94	80	76	84	82	89	75

#11 CC1(C)CC(=O)C2=C(C1)Nc1[nH]n(-c3ccccc3)c(=O)c1C2c1ccc2c(c1)OCO2 (configuration not stated)
#12 CO/N=C/NC(=O)c1c(OC)ccnc1Oc1ccc(F)cc1
#13 Cc1ccc(CSc2nnc(CC(=O)Nc3ccc(C)cc3)n2C)cc1
#14 CCOC(=O)c1cnn2c(N)c(C#N)nnc12
#15 O=S(=O)(c1cccc(S(=O)(=O)N2CCCC2)c1)c1cccc(S(=O)(=O)N2CCCC2)c1
#16 COCCn1c(Cc2ccccc2)nnc1SCC(=O)NC(C)C
#17 O=C(O)c1nc(-c2ccccc2)n(-c2ccc(Cl)cc2)n1
#18 Cc1ccc(C(=O)N/C(=C\c2ccc([N+](=O)[O-])cc2)C(=O)NCCc2ccccc2)cc1
#19 CCOC(=O)c1ccc(NC(=O)Nc2ccc(F)cc2)cc1
#20 Cn1c(=O)c2c(nc(-n3ccnc3)n2C)n(C)c1=O

assay / entry	11	12	13	14	15	16	17	18	19	20
Bcl-B displacement	-2%	-14%	-2%	-14%	-19%	-4%	-5%	-8%	6%	-4%
PLAP inhibitors HTS	-46%	6%	-19%	-17%	15%	-12%	16%	15%	8%	26%
NFkB transloc inh	-15	-1	0	12	10	-5	-23	-2	-12	-18
NFkB transloc inh cell count 2 µM	150	142	181	135	127	220	115	179	66	154
IL1B NFkB pot	15	1	0	-12	-10	5	23	2	12	18
IL1B NFkB pot cell count 2 µM	150	142	181	135	127	220	115	179	66	154
MRP resist rev	-10	/	/	4	-6	-12	/	/	-18	-8
MRP resist rev cytotoxicity	90	/	/	98	70	106	/	/	67	87
MRP resist rev with doxorubicin	100	/	/	94	77	118	/	/	86	94

#21 FC(F)(F)c1cc(Sc2ccccc2)nc(-c2ccccn2)n1
#22 CCCn1c(-c2ccc(OC)cc2)nc2c(=O)n(C)c(=O)[nH]c21
#23 O=C(NCC12CC3CC(CC(C3)C1)C2)c1nn2cccnc2c1Cl
#24 Cc1onc(-c2ccccc2)c1C(=O)NCCc1ccc(Cl)cc1
#25 CCOc1ccc2nc(NCCNC(=O)C3CC3)c(C)cc2c1
#26 CCS(=O)(=O)Nc1ccc(C(=O)OC)cc1
#27 Cc1noc(C)c1COC(=O)CCc1nc2ccccc2c(=O)[nH]1
#28 Cc1c(NC(=O)CSc2nc3ccccc3[nH]2)c(=O)n(-c2ccccc2)n1C
#29 CSc1ncccc1C(=O)OCc1ccc(C#N)cc1
#30 COc1ccccc1NC(=O)C1=C(C)Nc2nnnn2C1c1cccc(C)c1 (configuration not stated)

assay / entry	21	22	23	24	25	26	27	28	29	30
Bcl-B displacement	-2%	0%	1%	-16%	0%	0%	2%	4%	6%	-17%
PLAP inhibitors HTS	-6%	7%	-2%	-13%	-73%	4%	-6%	-116%	13%	-16%
NFkB transloc inh	-12	-3	-1	7	/	-8	-8	-14	17	-24
NFkB transloc inh cell count 2 µM	154	173	157	175	/	133	121	195	153	187
IL1B NFkB pot	12	3	1	-7	/	8	8	14	-17	24
IL1B NFkB pot cell count 2 µM	154	173	157	175	/	133	121	195	153	187
MRP resist rev	/	-34	4	8	-4	26	4	13	/	-19
MRP resist rev cytotoxicity	/	55	80	96	68	112	90	104	/	30
MRP resist rev with doxorubicin	/	89	76	88	72	85	86	91	/	50

#31 CCOC(=O)c1cnc(Nc2nc3ccccc3o2)nc1CSc1ncccn1
#32 Cc1cccc(OCC(=O)OCC(=O)c2c(N)n(C)c(=O)n(C)c2=O)c1C
#33 COC(=O)COc1ccc(C2NC(=O)NC(c3ccccc3)=C2C(C)=O)cc1OC (configuration not stated)
#34 CC(=O)c1cccc(NC(=O)CCOc2ccccc2)c1
#35 CCNc1cc(Cl)nc(SC)n1
#36 CSc1nc2c(c(=O)[nH]1)C(c1ccncc1)C(C(=O)OC(C)C)=C(C)N2 (configuration not stated)
#37 Cn1cnnc1SCC(=O)NCc1cccc(C(F)(F)F)c1
#38 COC(=O)c1cn(CCOc2ccccc2F)c2ccccc12
#39 COCCCNC(=O)c1ccc(N(C)S(=O)(=O)c2ccc(OC)cc2)cc1
#40 CC(C)CCNc1cc(=O)n(C)c(=O)n1C

assay / entry	31	32	33	34	35	36	37	38	39	40
Bcl-B displacement	/	2%	-13%	-6%	-9%	-2%	0%	-6%	2%	-11%
PLAP inhibitors HTS	/	3%	10%	10%	16%	0%	-2%	-24%	2%	16%
NFkB transloc inh	-11	-29	-1	1	-11	-38	19	-1	-10	/
NFkB transloc inh cell count 2 µM	167	138	154	146	142	127	86	163	124	/
IL1B NFkB pot	11	29	1	-1	11	38	-19	1	10	/
IL1B NFkB pot cell count 2 µM	167	138	154	146	142	127	86	163	124	/
MRP resist rev	/	15	-21	8	/	6	2	9	-3	17
MRP resist rev cytotoxicity	/	96	82	96	/	89	97	92	79	108
MRP resist rev with doxorubicin	/	81	103	88	/	83	95	83	81	91

#41 COC(=O)c1cc(C(=O)OC)cc(N2C(=O)CN=C2Nc2nc(C)cc(C)n2)c1
#42 COCCN1C(=O)C(O)=C(C(=O)c2ccco2)C1c1cccc(Oc2ccccc2)c1 (configuration not stated)
#43 O=C(NCc1ccc2c(c1)OCO2)C1CCC(CNS(=O)(=O)c2ccccc2)CC1 (configuration not stated)
#44 CCOC(=O)CC(NC(=O)c1ccco1)c1ccc(OC)cc1 (configuration not stated)
#45 Cc1sc(NC(=O)C2CCCO2)c(C(N)=O)c1C (configuration not stated)
#46 Cc1cc(C)n2nc(SCC3COc4ccccc4O3)nc2n1 (configuration not stated)
#47 N=c1sccn1CC(=O)Nc1cc(Cl)ccc1Oc1ccccc1
#48 CCC(=O)NC(c1ccccc1OC)c1ccc2cccnc2c1O (configuration not stated)
#49 CCn1cc(Br)c(C(=O)Nc2ccc(OC)cc2)n1
#50 O=c1cc(CO)oc(C(Nc2ccccn2)c2ccc(C(F)(F)F)cc2)c1O (configuration not stated)

assay / entry	41	42	43	44	45	46	47	48	49	50
Bcl-B displacement	-7%	-16%	/	4%	/	2%	-4%	/	-12%	0%
PLAP inhibitors HTS	-39%	-29%	/	14%	/	-3%	2%	/	12%	-60%
NFkB transloc inh	3	-8	8	0	-8	-4	6	-46	-13	14
NFkB transloc inh cell count 2 µM	44	128	96	118	96	210	193	129	115	93
IL1B NFkB pot	-3	8	-8	0	8	4	-6	?	13	-14
IL1B NFkB pot cell count 2 µM	44	128	96	118	96	210	193	/	115	93
MRP resist rev	8	-6	-5	-2	1	10	/	-1	3	-43
MRP resist rev cytotoxicity	83	89	90	95	94	85	/	2	99	19
MRP resist rev with doxorubicin	76	95	95	98	93	75	/	3	95	62

Profiles from above. Values in the order: Bcl-B displacement | PLAP inhibitors HTS | NFkB transloc inh | NFkB transloc inh cell count 2 µM | IL1B NFkB pot | IL1B NFkB pot cell count 2 µM | MRP resist rev | MRP resist rev cytotoxicity | MRP resist rev with doxorubicin
CCOC(=O)CC(NC(=O)c1ccco1)c1ccc(OC)cc1 (configuration not stated) is entered as 4% | 14% | 0 | 118 | 0 | 118 | -2 | 95 | 98
COCCN1C(=O)C(O)=C(C(=O)c2ccco2)C1c1cccc(Oc2ccccc2)c1 (configuration not stated) is entered as -16% | -29% | -8 | 128 | 8 | 128 | -6 | 89 | 95
O=c1cc(CO)oc(C(Nc2ccccn2)c2ccc(C(F)(F)F)cc2)c1O (configuration not stated) is entered as 0% | -60% | 14 | 93 | -14 | 93 | -43 | 19 | 62

Part of the list above, reduced to MRP resist rev with doxorubicin, IL1B NFkB pot cell count 2 µM and PLAP inhibitors HTS:
| no. | canonical_smiles | MRP resist rev with doxorubicin | IL1B NFkB pot cell count 2 µM | PLAP inhibitors HTS |
| --- | --- | --- | --- | --- |
| 36 | CSc1nc2c(c(=O)[nH]1)C(c1ccncc1)C(C(=O)OC(C)C)=C(C)N2 (configuration not stated) | 83 | 127 | 0% |
| 37 | Cn1cnnc1SCC(=O)NCc1cccc(C(F)(F)F)c1 | 95 | 86 | -2% |
| 38 | COC(=O)c1cn(CCOc2ccccc2F)c2ccccc12 | 83 | 163 | -24% |
| 39 | COCCCNC(=O)c1ccc(N(C)S(=O)(=O)c2ccc(OC)cc2)cc1 | 81 | 124 | 2% |

Further records
#51 Cc1nnc(SCc2ccc(Cl)cc2Cl)[nH]c1=O
#52 O=C(N1CCCCC1)C12CC3CC(CC(C3)C1)C2
#53 CC1=C(C(=O)OC(C)C)C2(O)C(=O)c3ccccc3C2(O)N1 (configuration not stated)
#54 CC(C)(C)C1CCc2c(sc(N)c2C(N)=O)C1 (configuration not stated)
#55 O=C(CC(c1ccccc1)C1CCCCC1=O)c1ccco1 (configuration not stated)
#56 O=C(NCCN1CCOCC1)N1c2ccccc2Sc2ccccc21
#57 CCOC(=O)CNc1c(-c2ccc(OC)cc2)nc2ccc(Cl)cn12
#58 Cc1ccc(-n2c(SCc3cc(=O)n4ccsc4n3)nnc2-c2cccnc2)c(C)c1
#59 Cc1cc(C)cc(N=c2c([N+](=O)[O-])nn(-c3cccc(Cl)c3)n2O)c1
#60 CCc1nnc(NC(=O)c2ccc(S(=O)(=O)NCC(C)C)cc2)s1
#61 COc1ccc(OC)c(C2CC(=O)C(C)C(c3cc(OC)ccc3OC)N2)c1 (configuration not stated)
#62 CNc1nc(OCC(F)(F)F)nc(N2CCOCC2)n1
#63 CC(C)CNC(=S)NNC(=O)c1ccccc1OC(F)F

assay / entry	51	52	53	54	55	56	57	58	59	60	61	62	63
Bcl-B displacement	19%	/	/	-72%	/	-4%	/	/	8%	0%	-12%	-12%	3%
PLAP inhibitors HTS	-13%	/	/	-53%	/	-13%	/	-52%	26%	-16%	-66%	4%	-59%
NFkB transloc inh	-24	0	-2	-2	2	0	-19	11	-26	-36	-7	4	19
NFkB transloc inh cell count 2 µM	122	77	116	123	66	137	136	168	74	104	193	186	125
IL1B NFkB pot	24	0	2	2	-2	0	19	-11	26	36	7	-4	-19
IL1B NFkB pot cell count 2 µM	122	77	116	123	66	137	136	168	74	104	193	186	125
MRP resist rev	5	-2	12	/	13	/	-1	3	-26	/	3	-7	/
MRP resist rev cytotoxicity	102	89	112	/	101	/	96	84	53	/	88	105	/
MRP resist rev with doxorubicin	97	91	100	/	87	/	97	81	80	/	84	112	/
